PfHsp40 rescue: restores yeast growth despite PfHsp40 toxicity. growth rescue, % at 12.5 µM. 340,000 compounds, 0.68% hits. AID 504582. S. cerevisiae expressing PfHsp40, growth rescue, ATP luminescence; in the data active means growth rescue above about 28%, passing the limit was not always enough; inconclusive means no clear call, values can overlap the other calls;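 further: yeast W303a lacking pdr1 and pdr3 grown in galactose medium; growth measured after three days at 30 °C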
TcdB inh: blocks C. difficile toxin B glycohydrolase activity; P18177; TcdB glycohydrolase enzymatic assay, plate reader; inhibition, % at 9.99 µM; 350,000 compounds, 0.24% hits; AID 652162; in the data active means inhibition above about 10%
Target sequence (P18177 whole entry, looked up): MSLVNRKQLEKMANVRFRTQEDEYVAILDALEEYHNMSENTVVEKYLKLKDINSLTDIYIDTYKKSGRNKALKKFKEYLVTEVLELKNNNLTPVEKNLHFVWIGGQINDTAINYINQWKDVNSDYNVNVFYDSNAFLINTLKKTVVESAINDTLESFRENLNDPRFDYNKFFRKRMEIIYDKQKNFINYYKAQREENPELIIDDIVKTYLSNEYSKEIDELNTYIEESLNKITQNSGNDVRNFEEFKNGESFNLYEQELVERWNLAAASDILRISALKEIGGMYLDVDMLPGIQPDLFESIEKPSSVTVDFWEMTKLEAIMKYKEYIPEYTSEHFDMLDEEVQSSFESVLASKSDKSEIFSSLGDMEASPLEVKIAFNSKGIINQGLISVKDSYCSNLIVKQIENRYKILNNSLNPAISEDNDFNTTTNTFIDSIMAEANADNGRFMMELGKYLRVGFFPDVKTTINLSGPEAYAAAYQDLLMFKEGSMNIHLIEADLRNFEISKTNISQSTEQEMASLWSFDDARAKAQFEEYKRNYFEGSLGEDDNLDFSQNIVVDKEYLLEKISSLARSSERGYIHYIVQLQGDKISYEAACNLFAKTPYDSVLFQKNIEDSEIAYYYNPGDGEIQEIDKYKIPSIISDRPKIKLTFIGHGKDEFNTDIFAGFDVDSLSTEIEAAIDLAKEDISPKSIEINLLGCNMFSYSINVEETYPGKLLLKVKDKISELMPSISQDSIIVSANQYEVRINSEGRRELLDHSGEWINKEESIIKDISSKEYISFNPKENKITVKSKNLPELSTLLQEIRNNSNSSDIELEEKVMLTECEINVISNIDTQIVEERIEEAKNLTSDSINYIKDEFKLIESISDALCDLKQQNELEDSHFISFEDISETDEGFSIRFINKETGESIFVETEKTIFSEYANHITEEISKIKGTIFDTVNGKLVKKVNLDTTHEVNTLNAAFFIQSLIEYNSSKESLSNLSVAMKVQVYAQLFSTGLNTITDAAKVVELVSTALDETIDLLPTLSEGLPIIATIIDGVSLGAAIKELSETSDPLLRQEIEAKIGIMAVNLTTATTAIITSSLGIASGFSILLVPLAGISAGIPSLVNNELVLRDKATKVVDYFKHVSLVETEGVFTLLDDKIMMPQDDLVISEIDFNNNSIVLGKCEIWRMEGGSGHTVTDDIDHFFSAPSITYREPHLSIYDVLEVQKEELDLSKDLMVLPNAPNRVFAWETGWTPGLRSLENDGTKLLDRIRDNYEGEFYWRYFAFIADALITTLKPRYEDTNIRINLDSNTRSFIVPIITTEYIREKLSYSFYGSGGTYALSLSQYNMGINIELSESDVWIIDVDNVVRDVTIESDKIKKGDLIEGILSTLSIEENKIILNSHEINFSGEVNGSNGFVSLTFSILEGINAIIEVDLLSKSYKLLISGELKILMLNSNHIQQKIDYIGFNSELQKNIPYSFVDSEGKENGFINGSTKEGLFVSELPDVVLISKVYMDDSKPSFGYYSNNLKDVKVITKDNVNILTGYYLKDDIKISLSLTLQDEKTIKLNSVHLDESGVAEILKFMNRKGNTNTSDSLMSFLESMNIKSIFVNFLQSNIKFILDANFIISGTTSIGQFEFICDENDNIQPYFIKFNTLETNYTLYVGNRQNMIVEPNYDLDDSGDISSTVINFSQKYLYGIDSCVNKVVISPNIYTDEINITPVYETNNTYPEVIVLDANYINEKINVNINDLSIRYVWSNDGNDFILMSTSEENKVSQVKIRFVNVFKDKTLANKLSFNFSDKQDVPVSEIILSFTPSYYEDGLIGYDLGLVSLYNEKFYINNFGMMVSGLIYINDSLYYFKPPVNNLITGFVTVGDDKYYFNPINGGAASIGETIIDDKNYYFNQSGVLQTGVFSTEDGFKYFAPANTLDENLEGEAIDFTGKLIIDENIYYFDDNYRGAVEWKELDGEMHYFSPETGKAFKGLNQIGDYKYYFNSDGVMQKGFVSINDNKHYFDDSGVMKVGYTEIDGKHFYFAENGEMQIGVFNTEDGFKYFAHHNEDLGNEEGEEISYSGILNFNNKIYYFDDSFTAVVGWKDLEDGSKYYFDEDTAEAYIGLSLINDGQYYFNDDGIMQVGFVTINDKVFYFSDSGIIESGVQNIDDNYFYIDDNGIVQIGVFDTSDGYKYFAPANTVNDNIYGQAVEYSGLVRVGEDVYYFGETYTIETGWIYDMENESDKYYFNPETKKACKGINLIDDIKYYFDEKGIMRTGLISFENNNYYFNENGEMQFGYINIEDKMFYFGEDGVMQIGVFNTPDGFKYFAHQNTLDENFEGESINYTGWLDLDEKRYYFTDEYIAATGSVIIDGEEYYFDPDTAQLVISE
VHR inh abs: DUSP3 (human) phosphatase inhibition; recombinant VHR phosphatase, pNPP absorbance; inhibition, % at 13.3 µM; 290,000 compounds, 0.52% hits; AID 1654; in the data active means inhibition above about 50%; further: some compounds called inactive have numbers as strong as hits
Anthrax LF prot: blocks Bacillus anthracis lethal factor protease; P15917; multiplex microsphere protease cleavage assay, LF; inhibition, % at 10 µM; 360,000 compounds, 0.12% hits; further: plate controls were buffer without enzyme for full effect and enzyme alone for no effect
BoNT-A LC inh2: blocks Botulinum neurotoxin A light chain protease; 360,000 compounds, 0.17% hits; inhibition, % at 10 µM; multiplex microsphere protease substrate cleavage, flow cytometry; further: plate controls were buffer without enzyme for full effect and enzyme alone for no effect
Y pestis TopoI: Y. pestis Topo-I inhibition via cleavage products; 360,000 compounds, 0.064% hits; Y. pestis Topo-I cleavage product accumulation, plate reader; activity, % at 10 µM; AID 504884; in the data active means activity above about 50%, passing the limit was not always enough; inconclusive means no clear call, values can overlap the other calls; further: inactives centre near 2
CCHF vOTU inh: blocks the CCHF virus ovarian tumor domain protease; 370,000 compounds, 0.55% hits; inhibition, % at 11.5 µM; CCHFV vOTU protease, Pep-AMC fluorescence; in the data active means inhibition above about 30%; further: 0% = vehicle wells with enzyme and 100% = no enzyme wells
SSB-PriA inh: blocks PriA binding to SSB C-terminal tail; AlphaScreen SSBct-PriA binding, biotinylated peptide; inhibition, % at 33 µM; 430,000 compounds, 0.6% hits; in the data active means inhibition mostly above about 37%, no sharp cut-off; inactive means mostly below about 20%;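 further: plate controls were negative control peptide for no effect and reference peptide for full effect; strong numbers were not always called active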
3CLpro inhibitor: SARS-CoV 3CLpro protease inhibition | recombinant SARS-CoV 3CLpro, quenched FRET peptide cleavage | inhibition, % at 6 µM | 290,000 compounds, 0.14% hits | AID 1706; in the data active means inhibition above about 12%
BH1578 lux ind: quorum light induction in luxS cqsA deficient V. cholerae; V. cholerae BH1578 lux reporter, luminescence, 6 h; activation, % at 18.7 µM; 350,000 compounds, 0.16% hits; AID 588436; in the data active means activation mostly above about 9.7%, no sharp cut-off; inconclusive means no clear call, values can overlap the other calls; inactive means mostly below about 3.7%; further: not every result past the cut was called active; inactives centre near 0; reference of the scale not given here
The depositor's hits bear a star; i = inactive; ? = inconclusive; . = not tested or not shown; & = joins results of further samples. Unless noted, no stated cut-off is given here; in the data, active means inhibition above about 30%; inconclusive means no clear call, values can overlap the other calls; inactive means below that. A portion of the library. The share of hits here may be higher or lower than overall.

nr	SMILES	PfHsp40 rescue	TcdB inh	VHR inh abs	Anthrax LF prot	BoNT-A LC inh2	Y pestis TopoI	CCHF vOTU inh	SSB-PriA inh	3CLpro inhibitor	BH1578 lux ind
1	CCOC(=O)C(NC(=O)NCc1ccccc1OC)(OCC)C(F)(F)F (configuration not stated)	0.2	2.1	16.4	-1.1	0.2	-10.9	-1.6	-9.6	0.3	-0.3
2	CC(=O)Nc1cccc(C(=O)OCC(=O)c2ccccc2Cl)c1	3.8	0.5	18.4	-3.7	-1.2	1.7	-0.3	2.0	0.7	-0.3
3	Cc1ccccc1OCC(=O)NNC(=O)c1cc(S(=O)(=O)N2CCOCC2)ccc1N1CCCC1	-3.3	2.0	.	1.8	-0.2	13.8	-1.2	-2.7	.	i
4	O=c1[nH]c2cc3c(cc2cc1CN(CC1CCCO1)S(=O)(=O)c1ccc(Cl)cc1)OCCO3 (configuration not stated)	-0.7	1.0	-1.0	1.2	-0.4	-7.0	-1.2	7.0	-3.8	-3.5
5	CC(C)(C)c1ccc(-c2noc(CCC(=O)N3CCOCC3)n2)cc1	-0.5	4.8	11.5	-5.5	-0.3	10.3	13.3	-4.7	-0.3	-0.7
6	O=C(Nc1ccc(Cl)c(C(F)(F)F)c1)C1Cc2c(-c3ccccc3Oc3ccccc3)ccnc2O1 (configuration not stated)	.	0.8	.	1.8	0.1	-5.1	17.6	.	.	i
7	Cn1c(=O)c2c(ncn2CC(COCc2ccc(Cl)cc2)OCc2ccc(Cl)cc2)n(C)c1=O (configuration not stated)	6.4	.	22.9	0.4	-0.3	7.0	-1.6	-19.6	-3.4	i
8	Cc1ccccc1Nc1c(-c2cccnc2)nc2cccc(C)n12	-1.0	0.3	5.8	-0.8	-0.5	-7.0	7.7	1.7	3.5	0.3
9	COc1ccc(S(=O)(=O)N(CC(=O)N/N=C/c2ccc(C(=O)O)cc2)Cc2ccccc2)cc1OC	0.2	1.9	35.0	-3.6	3.5	-2.8	4.4	.	-7.5	-0.5
10	O=C(NC1c2ccccc2Oc2ccccc21)c1ccc([N+](=O)[O-])cc1	-0.4	-2.1	.	-3.6	0.6	-3.8	1.6	0.1	.	i
11	Cc1cccc(-c2ocnc2C(=O)Nc2ncc(C)s2)c1	.	-0.5	.	9.6	-0.9	-12.3	5.6	.	.	-1.2
12	NS(=O)(=O)c1ccc(NC(=O)COC(=O)COc2ccc3ccccc3c2)cc1	0.8	1.9	-10.4	2.4	-0.1	-0.3	-1.2	-4.7	-0.2	i
13	CCn1nnnc1SCC(=O)Nc1sc(C)c(C)c1C#N	1.2	.	32.9	-2.8	0.0	-0.9	0.7	-2.3	3.4	i
14	Cc1cccc(NC(=O)c2nc[nH]c2C(=O)N[C@@H](Cc2ccccc2)C(=O)OCc2ccccc2)c1	0.1	-0.5	7.2	-3.6	0.2	9.5	13.9	-1.2	.	-0.5
15	CC(=O)c1ccc(NC(=O)CC(NCCC2=CCCCC2)C(=O)O)cc1 (configuration not stated)	-2.0	-4.0	-9.9	-1.2	-0.1	-0.6	-4.2	-11.7	-6.8	-0.3
16	CNS(=O)(=O)c1cccc(C(=O)NNC(=O)CN(C)S(=O)(=O)c2ccc(Cl)cc2)c1	0.1	1.4	.	.	.	-10.9	-6.1	-13.1	.	-0.3
17	COC(=O)c1ccc(NCC(=O)Nc2cc(C)cc(C)c2)cc1	-0.3	0.1	-4.0	-11.5	1.1	-0.2	-8.1	-2.2	-6.7	-0.8
18	N#C/C(=C\Nc1ccc2cn[nH]c2c1)c1nc(-c2ccc(Cl)cc2)cs1	-1.1	-1.3	-12.7	-1.8	1.0	4.7	-18.3	1.7	6.1	i
19	C=CCSc1ncccc1C(=O)O	1.1	.	-12.4	-2.9	-2.6	1.1	-3.5	-15.5	-0.5	i
20	CSc1ccccc1C(=O)OCC(=O)NC1CC1	.	0.9	.	-4.4	0.4	10.1	-0.1	.	.	-0.8
21	Cc1ccc(NC(=O)CCc2nc(-c3cccs3)no2)c(Br)c1	-1.5	-0.3	-20.1	-4.5	-4.5	11.2	3.9	-9.6	-1.8	-4.6
22	NS(=O)(=O)c1ccc2nc(NC(=O)c3ccc(Br)o3)sc2c1	-0.3	0.6	-20.6	-4.9	0.2	4.4	12.3	-19.4	1.3	-1.9
23	COc1ccc(C)cc1S(=O)(=O)n1nc(C)cc1C	0.4	-0.7	19.1	-3.7	-2.1	-3.6	-6.0	4.6&-7.0	-0.6	-2.0
24	CCOC(=O)c1cnn(CCOC(=O)c2cccs2)c1NC(=O)c1cccs1	-0.3	.	11.6	0.4	1.4	1.7	-10.5	5.6	-3.4	2.2
25	O=C(c1cc([N+](=O)[O-])ccc1N1CCOCC1)N1CCN(c2ccccc2)CC1	1.5	1.0	14.0	-3.1	0.7	-1.6	7.7	.	-1.0	-0.2
26	O=C(COC(=O)c1oc2ccccc2c1CSc1ccc(Cl)cc1)NC1CCCC1	3.9	1.0	-14.0	-0.8	0.3	30.4	6.2	-23.0	1.3	-0.1
27	COc1ccc2nc(C)cc(SCC(=O)N/N=C/c3c(OC)ccc4ccccc34)c2c1	0.5	0.0	76.2	-0.8	1.2	-7.1	-4.5	.	3.2	-0.2
28	C=CCn1c(O)c(C=NCCCOc2ccc(CC)cc2)c(=O)[nH]c1=S	-1.4	.	-0.1	-2.9	0.6	-1.3	3.1	5.7	-2.2	.
29	CCOC(=O)CN1C(=O)C(O)(c2c(C)[nH]c3ccccc23)c2ccccc21 (configuration not stated)	-0.6	.	3.5	8.8	0.8	6.7	3.5	-11.7	0.1	4.8
30	O=C(Nc1cccc2ccccc12)N(c1ccccc1)c1ccccc1	0.5	0.3	.	1.6	0.4	7.4	0.2	-15.9	.	.

Next section, starting with the last 2 of the part before.
nr	SMILES	PfHsp40 rescue	TcdB inh	VHR inh abs	Anthrax LF prot	BoNT-A LC inh2	Y pestis TopoI	CCHF vOTU inh	SSB-PriA inh	3CLpro inhibitor	BH1578 lux ind
29	CCOC(=O)CN1C(=O)C(O)(c2c(C)[nH]c3ccccc23)c2ccccc21 (configuration not stated)	-0.6	.	3.5	8.8	0.8	6.7	3.5	-11.7	0.1	4.8
30	O=C(Nc1cccc2ccccc12)N(c1ccccc1)c1ccccc1	0.5	0.3	.	1.6	0.4	7.4	0.2	-15.9	.	.
31	CCCc1nc2cc3c(cc2[nH]1)n(C)c(=O)n3C	-1.4	1.5	7.2	7.0	-3.1	2.6	11.4	2.7	-4.0	i
32	O=C(CNC(=S)N(CCCN1CCOCC1)Cc1cccs1)NCCCN1CCOCC1	-0.8	.	-12.9	0.3	-1.5	0.0	10.7	-2.8	3.1	-0.3
33	COc1ccccc1/C=N/NC(=O)c1ccc(-c2ccccc2)cc1	0.4	.	7.4	-0.2	0.3	-6.1	9.5	.	3.0	-0.3
34	OCC(CO)(CO)NCC(O)CN1c2ccccc2Sc2ccccc21 (configuration not stated)	-0.6	.	-6.7	4.5	-0.7	-9.7	.	2.9	1.6	-0.9
35	CC(=O)[C@H]1[C@H](CCc2ccccc2)NC(=O)N(Cc2ccccc2)[C@@H]1C	-0.7	0.9	33.9	-6.8	-0.4	-3.4	-10.3	-0.9	.	-0.6
36	CC1(C)CC(=O)c2cc(C(=O)O)c(=O)n(-c3ccccc3)c2C1	-0.1	.	21.8	2.0	0.3	5.3	-1.1	-1.8	-1.4	i
37	Cc1ccc(C(=O)N/N=C\C=C\c2ccccc2[N+](=O)[O-])cn1	-1.6	-3.5	-0.6	-1.1	0.4	-8.5	12.6	.	-3.4	-5.7
38	CC1c2ccsc2CCN1C(=O)NC(=O)c1ccc(Cl)cc1 (configuration not stated)	-0.7	-2.7	17.6	3.8	-6.7	8.6	-2.7	4.6	1.5	-0.7
39	Cc1cc(C)c2nc(N3CCCC(C(=O)NCCCN4CCOCC4)C3)sc2c1 (configuration not stated)	-1.6	.	8.7	-6.9	-0.8	16.1	-14.1	-9.3	0.0	-3.2
40	CC(NC(=O)C(=O)NN=C1CCC(C(C)(C)C)CC1)c1ccccc1 (configuration not stated)	1.0	-9.0	4.1	-5.7	-2.1	-3.4	5.4	-7.6	0.2	0.0
41	CCC(=O)NC(c1cccs1)c1cc(Cl)c2cccnc2c1O (configuration not stated)	?	1.3	21.7	-6.3	0.2	12.1	-9.0	-9.0	0.2	-0.3
42	CC1CN(Cc2csc(-c3ccc(Cl)cc3)n2)CC(C)O1 (configuration not stated)	-0.2	3.2	20.6	-3.0	0.1	10.4	6.0	-9.7	-1.6	-0.3
43	Cc1ccc(C)c(Nc2nc(N)c3ccccc3n2)c1	-1.9	0.9	28.4	-4.7	0.0	-2.7	1.1	-3.0	3.8	-1.8
44	Cc1ccccc1N/C(SCc1ccc(Cl)cc1)=C(/C#N)C(=O)NCc1ccco1	-0.3	.	28.6	4.8	0.3	2.1	5.2	1.1	9.6	-0.2
45	Cc1ccc(C2CN(C)CC2C(=O)c2ccc(F)cc2)cc1 (configuration not stated)	-0.2	2.5	22.2	-2.0	-0.6	6.1	7.6	-6.9	-2.2	0.6
46	CCC(C)NC(=O)CCC(=O)Nc1ccc2nc(N3CC(C)CC(C)C3)cc(C)c2c1 (configuration not stated)	1.0	2.5	-0.6	-0.1	-0.6	-2.7	-6.8	-3.2	-1.3	-0.9
47	CCCC[C@@H]1C=C(C(=O)O)[C@H](c2ccc(Cl)cc2)N1S(=O)(=O)c1ccc(C)cc1	3.2	0.0	.	4.2	-0.4	5.2	18.6	-5.5	.	i
48	O=C(CCCC(=O)N(CC(=O)NC1CCCC1)Cc1ccccc1Cl)Nc1ccccn1	-0.2	.	5.5	1.7	1.5	19.7	-0.9	8.2	6.6	i
49	CC(C)C[C@@H](CN1CCC[C@@H]1CN1C(=O)C(=O)NC[C@@H]1Cc1ccccc1)N1C[C@H](Cc2ccc(O)cc2)N(CC2CCCCCC2)C(=O)C1=O	0.0	0.6	.	1.9	-0.7	38.4	16.1	0.7	.	i
50	CC(C)C1Cc2c(sc3c2c(=O)n(-c2ccccc2)c2n[nH]c(=S)n32)CO1 (configuration not stated)	-0.9	3.2	4.4	1.0	0.2	2.0	2.9	-10.4	0.2	-0.5
51	O=C1NC(=O)/C(=C/C(=O)N2CCOCC2)S1	0.8	-0.1	18.2	-2.1	-2.3	-8.5	-2.6	-0.6	3.7	-0.3
52	COc1cc2c(cc1OC)CN(CC(=O)Nc1ccc(S(=O)(=O)N(C)C)cc1)CC2	0.9	0.4	7.2	3.7	0.7	0.5	14.4	-11.8	1.7	-0.4
53	O=C(O)CCCc1ccc2c(c1)CCc1ccccc1-2	185.1*	0.5	.	-4.0	-0.8	-9.5	12.1	4.0	.	i
54	COc1ccc(C(=O)NC(=S)N2CCNC(=O)C2CC(=O)OC(C)C)cc1 (configuration not stated)	-0.2	0.5	6.2	0.3	-0.1	6.4	23.1	2.2	0.6	i
55	Cc1ccc(S(=O)(=O)Nc2cccc(S(=O)(=O)Nc3ccccc3C(=O)O)c2)c(C)c1	0.8	4.9	.	-5.5	0.7	6.3	10.8	6.4	.	-0.8
56	CCOC(=O)C1CCN(C(=O)c2cc3c(C)cc(C)cc3[nH]2)CC1	-0.2	-1.7	13.3	-3.3	1.8	11.3	-1.6	-3.6	3.4	i
57	COc1ccc(/C(N)=C/C(=O)C(C)(C)C)cc1	0.7	.	-10.1	2.1	-0.4	12.8	13.1	2.8	0.3	i
58	CCOC(=O)c1cc(C(=O)NCc2ccc(Cl)cc2Cl)nn1C	2.2	0.4	-1.5	-2.3	-0.1	10.8	-4.8	-17.3	-1.4	-0.1

Screening data (PubChem)
